GLP1R inv ag: inverse agonists of human GLP-1 receptor; AID 624417; HEK293 GLP-1R CRE-luciferase, luminescence, 24 h; GLP-1R form is constitutively active; P43220; Potency, µM (highest dose often 38.3 µM), without a hit: top-dose activity change, negative = inhibition, actives largely listed as inhibitors; actives 1.6% (n = 410,000); further: on the % scale 0 is the no-effect control and ±100 the full control effect; nearly all actives have a fitted effect of over 55% in size
Target sequence (P43220 whole entry, looked up): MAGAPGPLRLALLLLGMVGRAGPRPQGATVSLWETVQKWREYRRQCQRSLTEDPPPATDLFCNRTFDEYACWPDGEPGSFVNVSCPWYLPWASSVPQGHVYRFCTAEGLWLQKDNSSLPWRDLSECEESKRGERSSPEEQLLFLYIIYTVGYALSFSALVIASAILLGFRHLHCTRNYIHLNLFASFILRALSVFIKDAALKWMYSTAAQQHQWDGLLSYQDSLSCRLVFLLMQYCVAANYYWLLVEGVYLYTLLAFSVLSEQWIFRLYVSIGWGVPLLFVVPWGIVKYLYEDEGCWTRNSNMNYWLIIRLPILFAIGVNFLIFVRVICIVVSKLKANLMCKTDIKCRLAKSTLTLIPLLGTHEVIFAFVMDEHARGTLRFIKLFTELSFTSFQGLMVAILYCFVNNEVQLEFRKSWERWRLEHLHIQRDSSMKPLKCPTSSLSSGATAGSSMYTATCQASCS
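Using stably transfected HEK293 (constitutively active GLP-1R, cAMP-luciferase reporter), compounds were incubated 24 hr and luciferase measured by luminescence.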
PTHR1 agonist: activates the human parathyroid hormone receptor PTHR1; Potency, µM (series often up to 115 µM), without a hit: top-dose activation, actives largely listed as activators; HEK293 GP2 PTHR1 cells, GloSensor cAMP luminescence, 1 h; actives 0.075% (n = 410,000); AID 743266; Q03431; further: nearly all actives have a fitted effect of over 55% in size; some results filed as inactive show a strong effect at the top dose; inactives centre near -15; many of its hits are not listed in these tables
Target sequence (Q03431 whole entry, looked up): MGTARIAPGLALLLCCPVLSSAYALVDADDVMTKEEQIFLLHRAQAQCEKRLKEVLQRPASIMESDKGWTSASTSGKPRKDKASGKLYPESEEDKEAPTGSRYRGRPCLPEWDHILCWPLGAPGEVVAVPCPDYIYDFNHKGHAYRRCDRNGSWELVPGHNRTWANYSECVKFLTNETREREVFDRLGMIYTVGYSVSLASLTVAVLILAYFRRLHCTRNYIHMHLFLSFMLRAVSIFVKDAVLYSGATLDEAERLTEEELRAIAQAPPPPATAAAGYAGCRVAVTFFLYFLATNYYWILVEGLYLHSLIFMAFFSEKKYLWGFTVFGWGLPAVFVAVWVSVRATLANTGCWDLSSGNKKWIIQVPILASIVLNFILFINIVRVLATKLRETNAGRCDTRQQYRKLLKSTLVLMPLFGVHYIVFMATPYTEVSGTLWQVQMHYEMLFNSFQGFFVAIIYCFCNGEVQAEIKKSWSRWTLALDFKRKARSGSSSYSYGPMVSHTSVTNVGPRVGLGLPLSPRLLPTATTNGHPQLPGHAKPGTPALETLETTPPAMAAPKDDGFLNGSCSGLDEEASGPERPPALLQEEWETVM
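HEK-293-derived GP2 cells expressing PTHR1 and a GloSensor cAMP reporter, 3,000/well, plated overnight, given luciferin plus IBMX (each 0.5 mM as added) for 1 h at 37 °C, then compound for 1 h at 37 °C. Luminescence was read after 15 min at room temperature.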
HEK293 tox: cytotoxicity in counter-screen for GLP-1R inverse agonists | Potency, µM (doses to about 38.3 µM), for the others: top-dose activity change, negative = inhibition, actives largely listed as inhibitors | actives 0.13% (n = 410,000) | HEK293 cAMP-luciferase reporter cells, luminescence, 24 h;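 further: loss of luciferase light is scored as toxicity; on the % scale 0 is the no-effect control and ±100 the full control effect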
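Quantitative HTS format, 1536 wells, 200 cells/uL seeded. Compounds: 23 nL, 24 h, 37 °C. Detection: luciferase reagent, luminescence at 12 min RT; decreased signal taken as cytotoxic.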
An asterisk follows results filed as active; [ ] = another dose, or the depositor's remark. The call rests on the fitted dose curve; in most records, active means well fitted curve in the direction sought with a large enough effect; inconclusive means small, poorly fitted or top-dose-only effect, or another doubt; inactive means no such curve, though single readings can be large; an effect the other way counts as inactive or inconclusive. Potency means the concentration at half of the fitted maximal effect. Only part of the results is shown. The share of hits here may be higher or lower than overall.

Preview (6 entries):
CCCn1cc(S(=O)(=O)c2ccc(OC)cc2)c(=O)c2cc(F)c(N3CCCCCC3)cc21 was read as GLP1R inv ag -7%, PTHR1 agonist -11% and HEK293 tox 1%.
For COc1cc(Cl)c(C)cc1NC(=O)CCn1cnc2onc(-c3ccc(F)cc3)c2c1=O the results were GLP1R inv ag -5%, PTHR1 agonist inactive and HEK293 tox 1%.
`O=C(CSc1cn(CC(=O)N2CCCCC2)c2ccccc12)NCc1ccc(F)cc1` gave GLP1R inv ag inconclusive, PTHR1 agonist -43%[inhibitor] and HEK293 tox -7%.
CCN(CC)C(=O)c1ccc(Nc2nnc(-c3ccc(C)c(S(=O)(=O)NC)c3)c3ccccc23)cc1 was read as GLP1R inv ag inconclusive, PTHR1 agonist inactive and HEK293 tox -12%.
`COc1ccc(CNC(=O)Cn2nc3c(cc2=O)CCCC3)cc1` gave GLP1R inv ag 1%, PTHR1 agonist inactive and HEK293 tox 3%.
For COc1ccc(NC(=O)C(CC(C)C)NC(=O)C2CCCCC2)cc1 (centres undefined) the results were GLP1R inv ag -3%, PTHR1 agonist inactive and HEK293 tox 0%.

The list itself, repeating the preview:
CCCn1cc(S(=O)(=O)c2ccc(OC)cc2)c(=O)c2cc(F)c(N3CCCCCC3)cc21 was read as GLP1R inv ag -7%, PTHR1 agonist -11% and HEK293 tox 1%.
For COc1cc(Cl)c(C)cc1NC(=O)CCn1cnc2onc(-c3ccc(F)cc3)c2c1=O the results were GLP1R inv ag -5%, PTHR1 agonist inactive and HEK293 tox 1%.
`O=C(CSc1cn(CC(=O)N2CCCCC2)c2ccccc12)NCc1ccc(F)cc1` gave GLP1R inv ag inconclusive, PTHR1 agonist -43%[inhibitor] and HEK293 tox -7%.
CCN(CC)C(=O)c1ccc(Nc2nnc(-c3ccc(C)c(S(=O)(=O)NC)c3)c3ccccc23)cc1 was read as GLP1R inv ag inconclusive, PTHR1 agonist inactive and HEK293 tox -12%.
`COc1ccc(CNC(=O)Cn2nc3c(cc2=O)CCCC3)cc1` gave GLP1R inv ag 1%, PTHR1 agonist inactive and HEK293 tox 3%.
For COc1ccc(NC(=O)C(CC(C)C)NC(=O)C2CCCCC2)cc1 (centres undefined) the results were GLP1R inv ag -3%, PTHR1 agonist inactive and HEK293 tox 0%.
Screening CCN(CC)S(=O)(=O)c1ccc(NC(=O)c2nn(C)c3c2CSc2ccccc2-3)cc1 returned GLP1R inv ag -3%, PTHR1 agonist inactive and HEK293 tox 2%.
`CCOc1cccc(C2c3c(oc4cc(C)c(C)cc4c3=O)C(=O)N2c2nc(C)c(C)s2)c1` (centres undefined) gave GLP1R inv ag 7%, PTHR1 agonist 7% and HEK293 tox 3%.
Screening COC(=O)Cc1c(C)c2cc3c(c(C)c2oc1=O)OCN(CCc1ccc(OC)cc1)C3 returned GLP1R inv ag 14%, PTHR1 agonist -23% and HEK293 tox 168%[activator].
Screening Cc1cccc(Nc2sc(C(=O)c3ccc(Cl)cc3)c(N)c2C(N)=O)c1 returned GLP1R inv ag -31%, PTHR1 agonist inactive and HEK293 tox 0%.
Screening COc1ccccc1NC(=O)C1CCN(C(=O)c2sc3nc[nH]c(=O)c3c2C)CC1 returned GLP1R inv ag -1%, PTHR1 agonist -15% and HEK293 tox 2%.
Screening Cc1cc(C)c2sc(N(Cc3cccnc3)C(=O)CCOc3ccccc3)nc2c1 returned GLP1R inv ag -7%, PTHR1 agonist 20% and HEK293 tox 1%.
Cc1ccc(CSCc2ccc(C(=O)NCCc3ccc(Cl)cc3)o2)cc1 was read as GLP1R inv ag inconclusive, PTHR1 agonist inactive and HEK293 tox -11%.
For CN1CCN(C(c2ccc(F)cc2)c2sc3nc(-c4ccco4)nn3c2O)CC1 (centres undefined) the results were GLP1R inv ag 15%, PTHR1 agonist inactive and HEK293 tox 2%.
O=C(NCCc1csc(-c2ccc(F)cc2)n1)c1ccc(Br)o1 was read as GLP1R inv ag inconclusive, PTHR1 agonist inactive and HEK293 tox -1%.
For CCn1cc(S(=O)(=O)c2cccc(C)c2)c(=O)c2cc(F)c(N3CCCCC3C)cc21 (centres undefined) the results were GLP1R inv ag 7%, PTHR1 agonist -16% and HEK293 tox 0%.
CCC(C(=O)NCCc1ccc(SC)cc1)n1nc(C)c2sc3ccccc3c2c1=O (centres undefined) was read as GLP1R inv ag -32%, PTHR1 agonist inactive and HEK293 tox -6%.
COc1ccc(Cl)cc1NC(=O)Cn1cc(C(=O)c2ccncc2)c(=O)c2cc(C)ccc21 was read as GLP1R inv ag 9%, PTHR1 agonist inactive and HEK293 tox 1%.
COC(=O)c1ccccc1NC(=O)CCCS(=O)(=O)c1nc(-c2ccccc2OC)cc(C(F)(F)F)n1 was read as GLP1R inv ag -14%, PTHR1 agonist inactive and HEK293 tox 1%.
Screening CCC(=O)N1CCc2cc(S(=O)(=O)NC(C(=O)NCCc3cccc(C)c3)C(C)C)ccc21 (centres undefined) returned GLP1R inv ag 8%, PTHR1 agonist 10% and HEK293 tox 2%.

2 records picked at random from the list so far:
CCC(C(=O)NCCc1ccc(SC)cc1)n1nc(C)c2sc3ccccc3c2c1=O (centres undefined) was read as GLP1R inv ag -32%, PTHR1 agonist inactive and HEK293 tox -6%.
For COc1ccc(NC(=O)C(CC(C)C)NC(=O)C2CCCCC2)cc1 (centres undefined) the results were GLP1R inv ag -3%, PTHR1 agonist inactive and HEK293 tox 0%.

Remaining list, next part
`COc1cc(C)ccc1OCCSc1nc2ccc(NC(C)=O)cc2s1` gave GLP1R inv ag -15%, PTHR1 agonist inactive and HEK293 tox -5%.
Screening Cc1oc(-c2ccccc2)nc1CNS(=O)(=O)c1ccc(Cl)cc1 returned GLP1R inv ag 1%, PTHR1 agonist inactive and HEK293 tox 0%.
O=C(Nc1ccc(F)cc1)c1nc(SCc2ccccc2F)ncc1Cl was read as GLP1R inv ag 3%, PTHR1 agonist inactive and HEK293 tox 10%.
Cn1c(=O)[nH]c(=O)c2c1nc(NCCc1ccccc1)n2Cc1ccc(F)cc1 was read as GLP1R inv ag 2%, PTHR1 agonist -6% and HEK293 tox 1%.
`CCOc1ccc(C(=O)c2cn(Cc3ccccc3OC)c3ccc(F)cc3c2=O)cc1` gave GLP1R inv ag 9%, PTHR1 agonist inactive and HEK293 tox 0%.
For CN1C(=O)c2ccccc2Sc2ccc(NC(=O)c3ccccc3F)cc21 the results were GLP1R inv ag -25%, PTHR1 agonist -23% and HEK293 tox -17%.
For CC1=C(C(N)=O)C(c2cccc(C)c2)n2nc(-c3cccc(C)c3)nc2N1 (centres undefined) the results were GLP1R inv ag 10%, PTHR1 agonist -10% and HEK293 tox 4%.
CCOC(=O)c1cccc(NC(=O)c2cc3ccccn3n2)c1 was read as GLP1R inv ag inconclusive, PTHR1 agonist -28% and HEK293 tox -4%.
Screening CCC(=O)N1CCc2cc(S(=O)(=O)NC(C(=O)NCCc3ccc(OC)c(OC)c3)C(C)C)ccc21 (centres undefined) returned GLP1R inv ag 12%, PTHR1 agonist inactive and HEK293 tox -6%.
CCCC(=O)Nc1ccccc1OCc1cc(=O)n2cc(C)ccc2n1 was read as GLP1R inv ag -9%, PTHR1 agonist inactive and HEK293 tox -4%.
`COC(=O)c1sc2cccc(F)c2c1S(=O)(=O)N1CCN(c2ccccc2OC)CC1` gave GLP1R inv ag inconclusive, PTHR1 agonist inactive and HEK293 tox -8%.
COCCNC(=O)c1ccc2nc(Cc3ccccc3)oc2c1 was read as GLP1R inv ag 15%, PTHR1 agonist -11% and HEK293 tox 3%.
CCOC(=O)CSc1nc(-c2ccc(Cl)cc2)cc(C(F)(F)F)c1C#N was read as GLP1R inv ag -1%, PTHR1 agonist inactive and HEK293 tox -8%.
For CCOc1cc(CNC(=O)C2COc3ccccc3C2)cc(OCC)c1OCC (centres undefined) the results were GLP1R inv ag -10%, PTHR1 agonist inactive and HEK293 tox -1%.
For COc1ccc(Cl)cc1NC(=O)Cn1nnc2sc3c(c2c1=O)CCC(C(C)(C)C)C3 (centres undefined) the results were GLP1R inv ag 1%, PTHR1 agonist inactive and HEK293 tox -11%.
For COc1ccc(OC)c(CNC(=O)c2c3c(nc4ccccc24)C(=O)N(C2CCCCC2)C3)c1 the results were GLP1R inv ag -6%, PTHR1 agonist -21% and HEK293 tox 2%.
`Cc1cc(C)cc(OCC(=O)Nc2nc3c(s2)CC(C(C)(C)C)CC3)c1` (centres undefined) gave GLP1R inv ag inconclusive, PTHR1 agonist inactive and HEK293 tox 5%.
CCN(CC)S(=O)(=O)c1ccc(NC(=O)Cn2ncc3c([nH]c4ccccc43)c2=O)cc1 was read as GLP1R inv ag inconclusive, PTHR1 agonist -33%[inhibitor] and HEK293 tox 3%.
CCc1ccccc1NC(=O)CCn1nc(C)c2c(C)n(-c3ccccc3)nc2c1=O was read as GLP1R inv ag -7%, PTHR1 agonist inactive and HEK293 tox 3%.
For O=C(CSc1nc(Nc2ccc(F)c(F)c2)c2ccccc2n1)c1ccc(Cl)cc1 the results were GLP1R inv ag -16%, PTHR1 agonist inactive and HEK293 tox -3%.
`COc1ccc(NC(=O)c2ccc3c(c2)N(Cc2cccc(Cl)c2)C(=O)c2ccccc2S3=O)cc1Cl` (centres undefined) gave GLP1R inv ag inconclusive, PTHR1 agonist -4% and HEK293 tox -15%.
For CN(C)CCCNC(=O)C(=O)NCC(c1ccc2c(c1)OCO2)N1CCOCC1 (centres undefined) the results were GLP1R inv ag 10%, PTHR1 agonist 8% and HEK293 tox 2%.
Screening CC(=O)N1CCc2cc(Br)cc(S(=O)(=O)N3CCC(C(=O)Nc4ccc(C(C)C)cc4)CC3)c21 returned GLP1R inv ag 2%, PTHR1 agonist -19% and HEK293 tox 1%.
CSc1ccc(CCNC(=O)CCCn2c(=O)c3cccn3c3ccccc32)cc1 was read as GLP1R inv ag -4%, PTHR1 agonist -33%[inhibitor] and HEK293 tox -11%.
Cc1ccc(Nc2c(-c3ccc(N(C)C)cc3)nc3ccccn23)cc1 was read as GLP1R inv ag 3%, PTHR1 agonist -55% and HEK293 tox 3%.
O=C(NC(=O)c1cccc(F)c1)Nc1ccc(-c2cc(C(F)(F)F)nn2-c2ccccc2)cc1 was read as GLP1R inv ag -2%, PTHR1 agonist -4% and HEK293 tox 1%.
Screening COc1ccc(N2CCN(C(=O)C3CCN(S(=O)(=O)c4cnc[nH]4)CC3)CC2)cc1 returned GLP1R inv ag 13%, PTHR1 agonist -12% and HEK293 tox 15%.
For COc1cccc(CNC(=O)C2CCCN(c3nnc(-n4c(C)ccc4C)s3)C2)c1 (centres undefined) the results were GLP1R inv ag -10%, PTHR1 agonist -54%[inhibitor] and HEK293 tox 2%.
CCOc1ccc(CNC(=O)c2ccc3c(c2)c(C)c(C)n3Cc2ccc(Cl)cc2)cc1 was read as GLP1R inv ag inconclusive, PTHR1 agonist inconclusive and HEK293 tox 3%.
O=C(CCCc1nc(-c2ccco2)no1)Nc1ccccc1[N+](=O)[O-] was read as GLP1R inv ag 12%, PTHR1 agonist inconclusive and HEK293 tox 4%.
CC(C)CCOc1ccc(C(=O)Nc2sc3c(c2C#N)CCCCC3)cc1 was read as GLP1R inv ag 4%, PTHR1 agonist -20% and HEK293 tox -8%.
Screening CC(C)COc1ccc(C(=O)N2CCN(CCc3ccncc3)CC2)cc1 returned GLP1R inv ag -9%, PTHR1 agonist inactive and HEK293 tox -16%.
COc1ccc(Nc2oc(/C=C/c3cc(OC)c(OC)c(OC)c3)nc2C#N)cc1 was read as GLP1R inv ag inconclusive, PTHR1 agonist -2% and HEK293 tox 129%[activator].
COc1cccc(C(=O)Nc2ccc(-n3nncc3-c3ccc(Br)cc3)cc2)c1OC was read as GLP1R inv ag 6%, PTHR1 agonist -43%[inhibitor] and HEK293 tox -15%.
O=c1c2cc3c(cc2nc2sc(Nc4ccc(F)c(Cl)c4)nn12)OCO3 was read as GLP1R inv ag 12%, PTHR1 agonist inactive and HEK293 tox 9%.
Screening CCOc1ccc(-c2cn(-c3ccc(C)cc3)c(SCC(=O)Nc3ccc(C)cc3)n2)cc1 returned GLP1R inv ag 11%, PTHR1 agonist inactive and HEK293 tox -1%.
CCOC(=O)C1CCCN(C(=O)c2ccc(-n3ccc4ccccc43)s2)C1 (centres undefined) was read as GLP1R inv ag inconclusive, PTHR1 agonist -72%[inhibitor] and HEK293 tox -2%.
`CCOC(=O)c1[nH]c(C)c(C(=O)NCc2cccc(OC)c2)c1C` gave GLP1R inv ag -10%, PTHR1 agonist -17% and HEK293 tox 3%.
Cc1nn(C(C)C(=O)Nc2cccc(F)c2)c(=O)c2c1sc1ccccc12 (centres undefined) was read as GLP1R inv ag 0%, PTHR1 agonist 18% and HEK293 tox -8%.
Screening O=C(CCc1nc2cccnc2n1Cc1cccs1)Nc1cccc(C(F)(F)F)c1 returned GLP1R inv ag inconclusive, PTHR1 agonist -28% and HEK293 tox 1%.
For COC(=O)c1cc2oc3ccccc3c2n1Cc1c(F)cccc1Cl the results were GLP1R inv ag 8%, PTHR1 agonist 11% and HEK293 tox 9%.

High-throughput results as filed in PubChem.
